Screens: PubChem BioAssay, National Center for Advancing Translational Sciences (NCATS)
KDM4E inh = JMJD2E (human) inhibition; JMJD2E catalytic domain, FDH-coupled NADH fluorescence (FDH is formaldehyde dehydrogenase); Potency, µM (highest dose often 57.1 µM), for the others: at the top dose activity change, negative = inhibition, most hits filed as inhibitors; 1.6% of 230,000 active; active = well fitted inhibition curve with a large enough effect, not every such curve was filed as active; inconclusive = small, poorly fitted or top-dose-only effect, or another doubt; inactive = no such curve, though single readings can be large or run the other way;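 note: 0% = wells with enzyme and -100% = buffer wells without enzyme; nearly all actives have a fitted effect of over 50% in size; many of its hits are not listed in these tables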
Target sequence (B2RXH2 1-337 limits assumed): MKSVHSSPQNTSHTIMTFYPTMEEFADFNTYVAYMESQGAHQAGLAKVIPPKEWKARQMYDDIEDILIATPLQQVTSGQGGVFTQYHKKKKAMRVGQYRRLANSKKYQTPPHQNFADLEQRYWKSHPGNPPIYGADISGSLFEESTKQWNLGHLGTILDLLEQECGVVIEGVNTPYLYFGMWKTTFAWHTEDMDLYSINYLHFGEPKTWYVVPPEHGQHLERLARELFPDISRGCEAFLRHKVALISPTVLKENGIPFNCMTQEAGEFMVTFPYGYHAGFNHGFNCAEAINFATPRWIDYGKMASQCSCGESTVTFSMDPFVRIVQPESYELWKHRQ
RGS12 GoLoco inh = blocks human Gai1 binding to RGS12 GoLoco peptide, red readout. 0.44% of 230,000 active. Gai1:RGS12 GoLoco peptide FP, rhodamine, 10 min. Potency, µM (doses to about 61.6 µM), for inactives: top-dose activity, negative = inhibition, most hits filed as inhibitors. AID 880. P63096; active = well fitted inhibition curve with a large enough effect, not every such curve was filed as active; inactive = no such curve, though single readings can be large or run the other way; note: % is set by controls: 0 for no effect and ±100 for the full control effect; nearly all actives have a fitted effect of over 30% in size; many of its hits are not listed in these tables
Target sequence (P63096 whole entry, looked up): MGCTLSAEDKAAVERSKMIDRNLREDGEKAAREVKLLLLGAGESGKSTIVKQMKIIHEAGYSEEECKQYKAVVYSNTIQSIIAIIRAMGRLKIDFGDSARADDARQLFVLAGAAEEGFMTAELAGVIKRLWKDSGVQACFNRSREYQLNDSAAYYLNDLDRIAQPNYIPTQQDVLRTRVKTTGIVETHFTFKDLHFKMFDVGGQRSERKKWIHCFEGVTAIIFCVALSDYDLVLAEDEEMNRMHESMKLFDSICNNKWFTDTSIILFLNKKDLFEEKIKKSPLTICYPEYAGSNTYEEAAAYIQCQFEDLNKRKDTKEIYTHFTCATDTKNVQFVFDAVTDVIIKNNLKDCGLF
Epigenetic derep = regulators of epigenetic silencing causing reporter derepression in mouse cells | murine LDR cells, GFP reporter derepression, 30 h | Potency, µM (series often up to 53.9 µM), inactives show at the highest dose GFP activation, actives largely listed as activators | 0.2% of 280,000 active; note: % of control where 0% means no effect; nearly all actives have a fitted effect of over 60% in size
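In this reporter-derepression format, murine cells bearing a silenced integrated CMV-GFP locus incubate with test compound (30 h, 37 C), then are washed and imaged; fluorescent objects of 20–120 um count as induced cells.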
IMPase Li inh = IMPase inhibition in cells with lithium potentiation; 0.35% of 210,000 active; AID 1457; CHO-M1 cells, IP1 TR-FRET (IP-One), carbachol + lithium; Potency, µM (titrated, usually from 59.4 µM), for inactives: at the highest dose activity, negative = IMPase inhibition, hits mostly inhibitors;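 note: IP1 builds up when IMPase is blocked and the TR-FRET signal falls; plate controls were basal vehicle for no effect and high inhibitor control for full effect; nearly all actives have a fitted effect of over 50% in size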
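CHO cells stably expressing M1 receptor (2000/well, cultured 16–30 h) treated 30 min at 37C with compound plus low lithium. Cytosolic IP1 by TR-FRET (665/620 ratio and 620 channel) after 10 min lysis; AC50 by Hill fit.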
NPSR antag = antagonists of human neuropeptide S receptor cAMP signaling. Q6W5P4. CHO-NPSR cells, cAMP TR-FRET, antagonist mode. Potency, µM (series often up to 38.3 µM), inactives show top-dose activity change, negative = inhibition, most hits filed as inhibitors. 1% of 220,000 active. AID 1461; note: % is set by controls: 0 for no effect and ±100 for the full control effect; nearly all actives have a fitted effect of over 50% in size; many of its hits are not listed in these tables
Target sequence (Q6W5P4 whole entry, looked up): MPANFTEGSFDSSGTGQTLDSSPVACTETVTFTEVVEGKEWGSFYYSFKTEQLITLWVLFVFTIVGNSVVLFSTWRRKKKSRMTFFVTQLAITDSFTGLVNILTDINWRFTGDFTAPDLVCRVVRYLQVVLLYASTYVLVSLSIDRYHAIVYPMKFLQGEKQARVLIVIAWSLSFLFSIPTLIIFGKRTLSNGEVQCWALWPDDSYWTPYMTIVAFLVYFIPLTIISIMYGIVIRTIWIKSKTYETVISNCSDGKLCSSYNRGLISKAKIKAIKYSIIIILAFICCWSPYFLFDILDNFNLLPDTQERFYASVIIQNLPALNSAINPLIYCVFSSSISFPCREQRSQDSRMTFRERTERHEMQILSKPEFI
Luc counter = Kinase-Glo luciferase inhibition (counter-screen). Q27757. Kinase-Glo luciferase, ATP luminescence, 8 min. Potency, µM (highest dose often 38.3 µM), for the others: top-dose activity change, negative = inhibition, most hits filed as inhibitors. 0.28% of 200,000 active; note: % is set by controls: 0 for no effect and ±100 for the full control effect; nearly all actives have a fitted effect of over 60% in size
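Light output from Kinase-Glo luciferase with luciferin and 10 uM ATP in 50 mM imidazole pH 7.2, KCl, MgCl2, Tween 20, BSA; compound pin-delivered, 8-min ambient incubation, then luminescence read.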
RECQ1 inh = blocks DNA unwinding by human RECQ1; P46063; RECQ1 DNA unwinding, red fluorescence kinetic read; Potency, µM (highest dose often 57.3 µM), for the others: at the highest dose activity, negative = inhibition, hits mostly inhibitors; 0.54% of 240,000 active; AID 2549;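 note: plate controls were vehicle for no effect and no enzyme for full effect; nearly all actives have a fitted effect of over 30% in size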
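RECQ1T1 50 nM; forked duplex (20 bp + 30-nt ss tails) 200 nM, ATP 2 mM final; pH 8.0, 2 mM MgCl2, 2.5 ug/ml poly(dI-dC); 15 min compound preincubation; discontinuous kinetic read over 2 h at RT.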
SMN2 splice enh = SMN2 splice variant enhancement; HEK293 SMN2-luciferase splicing reporter, luminescence, 30-36 h; Potency, µM (doses to about 46.1 µM), inactives show top-dose activity change, positive = activation, most hits filed as activators; AID 1458; 2.8% of 210,000 active; note: % of control where 0% means no effect; nearly all actives have a fitted effect of over 55% in size
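HEK293 cells carry an SMN2 minigene-luciferase reporter in which exon 7 inclusion puts luciferase in frame. Cells were seeded at 2000 cells/well, attached for 10-12 hours, then exposed to compounds for 30-36 hours at 37C before ONE-Glo luminescence.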
Starred values were filed as active, the others as inactive; i = inactive; ? = inconclusive; nt = not tested or not shown; & = joins results of further samples; [ ] = dose if it differs, or a comment. Unless noted, calls come from the whole dose curve; as a rule, active = well fitted curve in the direction sought with a large enough effect; inconclusive = small, poorly fitted or top-dose-only effect, or another doubt; inactive = no such curve, though single readings can be large; an effect the other way counts as inactive or inconclusive. Potency is the fitted concentration of half-maximal effect. An excerpt (hit frequency here may not be typical).

The opening 7 compounds, to show the layout:
Results follow in this order: KDM4E inh, RGS12 GoLoco inh, Epigenetic derep, IMPase Li inh, NPSR antag, Luc counter, RECQ1 inh, SMN2 splice enh
CC(C)CCN1CCN(C2CCN(c3ccc4c(c3)OCO4)CC2)CC1CCO (stereo unspecified)
  ?, 5%, -0.1%, 7%, -7%, nt, i, nt
O=C(NC(=S)N1CCN(c2ccc(F)cc2)CC1)C12CC3CC(CC(C3)C1)C2
  -6%, 0%, -1.3%, 5%, -26%, -3%, -2%, -7%
Cc1ccc(-c2n[nH]c(=S)n2/N=C/c2cccs2)cc1
  -11%, 6%, -1.0%, -3%, -23%, 2%, -5%, -3%
O=C(Nc1ccc(F)cc1)c1cccnc1N1CCCCC1
  -3%, -10%, -0.1%, 51%[activator][38.3 µM], -19%[46.1 µM], 0%, -8%, -6%
C=CCNC(=S)NNC(=O)COc1ccc(Cl)cc1Cl
  -3%, -11%, 2.6%, 3%, -17%[46.1 µM], -1%, -10%, -10%
CCCCn1c(SCC(=O)c2ccc3c(c2)OCCO3)nnc1-c1ccoc1C
  8%, -3%, -1.0%, 34%[activator][38.3 µM], -29%[46.1 µM], -1%, -2%, 4%
CCOc1ccc(NC(=S)N(CCN2CCOCC2)Cc2ccc3c(c2)CCCN3CC)cc1
  ?, 12%, -1.3%, 3%, -39%, 2%, -2%, -35%[inhibitor]

Main list, previewed entries included:
Results follow in this order: KDM4E inh, RGS12 GoLoco inh, Epigenetic derep, IMPase Li inh, NPSR antag, Luc counter, RECQ1 inh, SMN2 splice enh
CC(C)CCN1CCN(C2CCN(c3ccc4c(c3)OCO4)CC2)CC1CCO (stereo unspecified)
  ?, 5%, -0.1%, 7%, -7%, nt, i, nt
O=C(NC(=S)N1CCN(c2ccc(F)cc2)CC1)C12CC3CC(CC(C3)C1)C2
  -6%, 0%, -1.3%, 5%, -26%, -3%, -2%, -7%
Cc1ccc(-c2n[nH]c(=S)n2/N=C/c2cccs2)cc1
  -11%, 6%, -1.0%, -3%, -23%, 2%, -5%, -3%
O=C(Nc1ccc(F)cc1)c1cccnc1N1CCCCC1
  -3%, -10%, -0.1%, 51%[activator][38.3 µM], -19%[46.1 µM], 0%, -8%, -6%
C=CCNC(=S)NNC(=O)COc1ccc(Cl)cc1Cl
  -3%, -11%, 2.6%, 3%, -17%[46.1 µM], -1%, -10%, -10%
CCCCn1c(SCC(=O)c2ccc3c(c2)OCCO3)nnc1-c1ccoc1C
  8%, -3%, -1.0%, 34%[activator][38.3 µM], -29%[46.1 µM], -1%, -2%, 4%
CCOc1ccc(NC(=S)N(CCN2CCOCC2)Cc2ccc3c(c2)CCCN3CC)cc1
  ?, 12%, -1.3%, 3%, -39%, 2%, -2%, -35%[inhibitor]
Cc1ccc(-n2c(SCC(=O)N3CCOCC3)nnc2-c2cccnc2)cc1C
  4%, -7%, 0.0%, 4%[38.3 µM], -7%[46.1 µM], 0%, -5%, -19%
Cc1ccccc1Nc1nc(N)nc(CSc2ccc(F)cc2)n1
  -5%, -5%, -0.4%, 2%, 0%, nt, -6%, nt
C=CCNC(=S)NNC(=O)c1ccc(Br)o1
  6%, -1%, 0.9%, -6%, 3%, 2%, -1%, -14%
Cn1c(=O)c2[nH]c(-c3ccccc3)nc2n(C)c1=O
  6%, -8%&7%, -1.0%&1.1%, 2%&15%, 1%, 1%&-6%, -2%, -16%&21%
CCCOc1ccc(N2CC(C(=O)Nc3ccccn3)CC2=O)cc1 (stereo unspecified)
  4%, 1%, 6.3%, -7%[38.3 µM], -11%[46.1 µM], -2%, i, -10%
COc1cc(S(=O)(=O)Nc2ccc(C)cc2)ccc1NC(=O)c1ccncc1
  6%, 12%, 0.0%, -6%, 22%, 1%, -1%, 0%
COc1ccc(C(=O)CCN2CCN(c3ccccc3F)CC2)cc1
  2%, -3%, -2.1%, 11%, -9%, -1%, i, -5%
OB(O)c1ccc(B(O)O)cc1
  1%, 0%, 0.8%, -9%, nt, -1%, 1%, 6%
CCOC(=O)c1nnc(-c2ccccc2)nc1Sc1c(Cl)cccc1Cl
  8%, 6%, 1.3%, 5%[38.3 µM], ?, -3%, -10%, -5%
CCOC(=O)C1CN(S(=O)(=O)c2ccc(C)cc2)CCN1S(=O)(=O)c1ccc(C)cc1 (stereo unspecified)
  2%, 21%, 0.9%, -2%[38.3 µM], -16%[46.1 µM], 5%, -19%, -15%
CCN(CC(=O)NCc1cccs1)C(=O)c1cc(S(=O)(=O)N2CCOCC2)ccc1C
  4%, 14%, 3.2%, 5%, -19%[46.1 µM], 6%, -2%, 0%
Nc1ccnn1Cc1ccc(Br)s1
  3%, nt, 0.0%, nt, 18%[46.1 µM], nt, -2%, nt
O=C1COc2ccccc2N1Cc1ccccc1Cl
  1%, -10%, 6.7%, 1%[38.3 µM], -24%[46.1 µM], 1%, i, 9%
C#CCOCCOCCOCCNc1nc(N2CCN(C(=O)[C@H](Cc3cc4ccccc4[nH]3)n3cc([C@@H](N)C(C)CC)nn3)CC2)nc(N2CCN(C(=O)[C@H](CCCCN)n3cc([C@@H](N)CO)nn3)CC2)n1 (stereo partly specified)
  5%, 11%, -5.7%, 3%, -5%, nt, -1%, nt
Clc1cccc(Nc2nc(-c3ccncc3)nc3ccccc23)c1
  ?, 4%, 4.9%, nt, -45%, nt, -13%, nt
C=CCNc1nc(Nc2ccccc2F)nc(OCC)n1
  1%, 8%, 0.1%, -5%, 1%, -2%, i, 11µM*
CCOC(=O)C1CCCc2c1[nH]c1c(C(=O)O)cccc21 (stereo unspecified)
  -27%, 5%, 2.0%, -15%[38.3 µM], -2%[46.1 µM], 1%, i, -8%
Cn1nnnc1SCCNCc1cccc2ccccc12
  1%, -9%, 0.0%, 0%[38.3 µM], 2%[46.1 µM], 0%, 1%, -11%
O=C(NCc1cc(C(F)(F)F)cc(C(F)(F)F)c1)C1CC(c2cccc([N+](=O)[O-])c2)=NO1 (stereo unspecified)
  7%, -28%, 2.2%, 26%[38.3 µM], -24%[46.1 µM], -1%, -9%, -13%
O=CN1CCN(C(=O)c2ccccc2Cl)CC1
  2%, 0%, 0.4%, 16%[38.3 µM], -11%[46.1 µM], -5%, 1%, -4%
N#C/C(=C\Nc1ccc2cn[nH]c2c1)c1nc(-c2ccccc2)cs1
  -15%, 26%, -2.1%, 2%, -14%, -2%, -10%, -31%
C=C1C(O)C[C@H]2C(=C)CCC3[C@H](OC(=O)[C@]3(O)CO)[C@@H]12 (stereo partly specified)
  -5%, 0%, 0.1%, 11%, -9%, 4%, 1%, -17%
Cc1ccc(CNC(=O)CN(Cc2cccs2)C(=O)C2(C)CC(=O)N=C3C=CC=CN32)cc1 (stereo unspecified)
  ?, -5%, 0.0%, -8%, 15%, -1%, -3%, -2%

3 entries out of the list above, sorted by the number in Epigenetic derep, smallest number first.
canonical_smiles,KDM4E inh,RGS12 GoLoco inh,Epigenetic derep,IMPase Li inh,NPSR antag,RECQ1 inh
N#C/C(=C\Nc1ccc2cn[nH]c2c1)c1nc(-c2ccccc2)cs1,-15%,26%,-2.1%,2%,-14%,-10%
Cn1nnnc1SCCNCc1cccc2ccccc12,1%,-9%,0.0%,0%[38.3 µM],2%[46.1 µM],1%
O=CN1CCN(C(=O)c2ccccc2Cl)CC1,2%,0%,0.4%,16%[38.3 µM],-11%[46.1 µM],1%

More entries:
Results follow in this order: KDM4E inh, RGS12 GoLoco inh, Epigenetic derep, IMPase Li inh, NPSR antag, Luc counter, RECQ1 inh, SMN2 splice enh
COC(=O)COc1ccc(=O)n(-c2ccccc2)n1
  -3%, 5%, 1.0%, 18%[38.3 µM], -3%[46.1 µM], -3%, -7%, ?
CCOC(=O)c1cnc(Nc2nc3ccccc3o2)nc1CSC(=S)N1CCCCC1
  8%, 12%, ?, 15%, -22%, 3%, -2%, 21%
Oc1ccc(Cl)cc1CNCC1CCCO1 (stereo unspecified)
  ?, -15%, -1.0%, 13%[38.3 µM], -3%[46.1 µM], -2%, 0%, 15%
CC(=O)N1CC[C@@H]2CC(=O)CC[C@@H]21
  nt, 3%[136 µM], -0.8%[96.6 µM], 4%, nt, 5%[39.9 µM], -6%[126 µM], nt
Cc1ccc(-n2c(CNc3ccc(F)cc3)nnc2SCC(=O)N2CCCC2)cc1
  7%, -4%, 0.0%, 11%[38.3 µM], -5%[46.1 µM], -2%, -14%, 12%
c1ccc(-c2nnc(CN3CCCc4ccccc43)o2)cc1
  ?, 61%[activator], 4.9%, 18%[38.3 µM], -6%[46.1 µM], 0%, -7%, 8%
N#Cc1nc(Cl)c(Cl)c(NN)c1Cl
  ?, -5%, -1.7%, nt, 2%, nt, 12%, nt
Cn1nc(-c2ccc(Cl)cc2)cc1NC(=O)Nc1ccccc1
  -3%, 7%, -0.3%, nt, 9%, nt, -1%, nt
COc1ccc(/C=C(\NC(=O)c2ccccc2)C(=O)NC2CCS(=O)(=O)C2)cc1 (stereo unspecified)
  -3%, 0%, -1.8%, nt, 9%, nt, -5%, nt
CC(C)CCC(C(=O)O)C(C)CC(=O)Nc1ccn(-c2ccccc2)n1 (stereo unspecified)
  1%, 11%, 0.2%, nt, -4%, nt, i, nt
O=C(N=c1nc2ccccn2s1)c1ccccc1
  0%, -7%, -0.9%, -12%[38.3 µM], 4%[46.1 µM], 2.5µM*, -4%, 1.8µM*
COC(=O)[C@@]1(Cc2ccc(OC)cc2)[C@H]2c3cc(C(=O)N(C)C)n(Cc4cccc5ccccc45)c3C[C@H]2CN1C(=O)c1ccccc1
  -5%, 4%, 1.7%, 3%, nt, -2%, -7%, -12%
CCOC(=O)C1=C(C)N(c2nonc2NC(C)=O)C(N)=C(C#N)C1c1ccccc1F (stereo unspecified)
  1%, 9%, 0.0%, -1%[38.3 µM], -12%[46.1 µM], -4%, i, -4%
CCOC(=O)c1ccc(N2C(=O)CC(Sc3nc(O)c(CC)c(=O)[nH]3)C2=O)cc1 (stereo unspecified)
  9%, -3%, 2.0%, -13%[38.3 µM], -7%[46.1 µM], 1%, i, 15%
O=C(NCC(=O)N(c1cccnc1)C(C(=O)NC1CCCC1)c1cccs1)c1cccs1 (stereo unspecified)
  4%, 3%, -0.1%, 7%, 5%, -1%, i, 2%
